Screens (PubChem BioAssay)
aSyn rescue – inhibitors of alpha-synuclein toxicity in yeast | Potency, µM (titrated, usually from 46.1 µM), for inactives: at the top dose growth rescue (activation), usual class: activators | actives 0.14% (n = 370,000) | AID 652106 | Yeast expressing alpha-synuclein, growth rescue, BacTiter-Glo, 24 h; note: potency is the fitted concentration of half-maximal effect; % of control where 0% means no effect; nearly all actives have a fitted effect of over 65% in size
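Rescue of yeast growth: cells expressing toxic alpha-synuclein, induced in galactose at OD600 0.02, incubated with compound 24 h at 30 C. ATP luminescence quantified growth; inhibitors of toxicity appear as activators.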
Abeta rescue – A-beta toxicity reversal in yeast; Potency, µM (doses to about 46.1 µM), for inactives: at the highest dose growth rescue, usual class: activators; actives 0.063% (n = 410,000); yeast expressing A-beta42, growth rescue, OD600, 48 h; response scale: 0% DMSO, 100% iron-clioquinol control; note: potency is the fitted concentration of half-maximal effect; nearly all actives have a fitted effect of over 55% in size
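Yeast growth medium received pinned compounds, then yeast cells expressing toxic A-beta were added; plates incubated at 30 C for 48 hr. Growth read as absorbance at 600 nm, normalized to DMSO and equimolar FeCl3 plus clioquinol controls.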
FUS yeast rescue – suppressors of FUS proteinopathy in yeast | S. cerevisiae FUS-expressing, growth rescue, OD600, 24 h | Potency, µM (titrated, usually from 76.6 µM), for the others: at the top dose growth rescue (activation), usual class: activators | actives 0.24% (n = 390,000) | AID 1347120;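 note: potency is the fitted concentration of half-maximal effect; plate controls were DMSO vehicle for no effect and reference control for full effect; nearly all actives have a fitted effect of over 55% in size; some results filed as inactive show a strong effect at the top dose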
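Quantitative HTS measuring growth restoration of FUS-toxic yeast. Galactose-induced cells (OD 0.005) were exposed 24hr at 30C to compounds at several concentrations, then absorbance at 600 nm was recorded.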
DRD3 agonist – D3 dopamine receptor (human) agonism; P35462; D3R DiscoveRx beta-arrestin cells, luminescence, 90 min; max activation, %; actives 0.58% (n = 410,000); AID 652048; in the data active = max activation above about 30%; note: 0% is about no effect; mostly tested at two doses, the higher about 12 µM
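Cells at 1500/well, incubated overnight, then treated with pinned compounds (dopamine as control) for 90 min at 37 degrees C. DiscoveRx reagent added for 30 - 60 minutes at room temperature; luminescence read.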
EPAC2 ag – activates human EPAC2 exchange factor; actives 0.079% (n = 360,000); Q8WZA2; Potency, µM (doses to about 154 µM), inactives show at the highest dose activation, hits mostly activators; AID 720711; EPAC2 activation, biochemical qHTS; response scale: 100% = 6.5 mM cAMP response; note: potency is the fitted concentration of half-maximal effect; nearly all actives have a fitted effect of over 50% in size
Target sequence (Q8WZA2 whole entry, looked up): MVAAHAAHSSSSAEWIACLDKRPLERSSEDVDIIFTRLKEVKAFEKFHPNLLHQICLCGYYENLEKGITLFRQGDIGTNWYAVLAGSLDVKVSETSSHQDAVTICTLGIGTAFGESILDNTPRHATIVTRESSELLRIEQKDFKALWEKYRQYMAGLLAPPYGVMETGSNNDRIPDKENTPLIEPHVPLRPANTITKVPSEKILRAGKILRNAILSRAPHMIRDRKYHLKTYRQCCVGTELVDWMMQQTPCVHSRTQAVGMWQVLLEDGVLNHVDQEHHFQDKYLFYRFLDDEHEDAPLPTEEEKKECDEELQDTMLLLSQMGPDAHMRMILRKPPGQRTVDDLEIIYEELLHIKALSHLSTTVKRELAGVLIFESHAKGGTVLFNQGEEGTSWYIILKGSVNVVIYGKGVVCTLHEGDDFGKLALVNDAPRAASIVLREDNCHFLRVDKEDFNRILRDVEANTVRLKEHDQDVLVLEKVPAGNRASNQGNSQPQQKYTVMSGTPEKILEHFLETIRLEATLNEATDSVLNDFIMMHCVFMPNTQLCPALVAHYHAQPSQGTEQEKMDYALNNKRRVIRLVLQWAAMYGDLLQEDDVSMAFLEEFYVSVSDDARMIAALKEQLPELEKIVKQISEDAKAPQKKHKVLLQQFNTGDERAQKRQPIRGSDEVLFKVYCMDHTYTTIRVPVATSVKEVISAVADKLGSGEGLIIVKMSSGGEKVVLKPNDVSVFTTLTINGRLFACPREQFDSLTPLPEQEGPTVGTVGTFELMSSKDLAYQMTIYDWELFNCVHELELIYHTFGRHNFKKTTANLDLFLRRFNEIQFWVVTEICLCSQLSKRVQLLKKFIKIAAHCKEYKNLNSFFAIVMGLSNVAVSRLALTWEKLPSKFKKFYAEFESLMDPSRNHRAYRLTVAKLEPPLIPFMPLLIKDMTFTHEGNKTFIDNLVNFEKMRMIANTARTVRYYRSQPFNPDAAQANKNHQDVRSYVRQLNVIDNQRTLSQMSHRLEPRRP
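Readout is BODIPY fluorescence (480 nm excitation, 540 nm emission), which falls as labeled GDP is exchanged off Rap1B. EPAC2 at 100 nM acted on 250 nM RAP1B-BODIPY-GDP with 50 uM GDP present.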
EPAC2 antagonist – EPAC2 (human) antagonism | Potency, µM (doses to about 114 µM), inactives show at the highest dose activity, negative = inhibition, actives largely listed as inhibitors | EPAC2 GEF exchange of Rap1B-BODIPY-GDP, fluorescence | actives 0.18% (n = 360,000) | AID 720708 | Q8WZA2; note: potency is the fitted concentration of half-maximal effect; % is set by controls: 0 for no effect and ±100 for the full control effect; nearly all actives have a fitted effect of over 45% in size; many of its hits are not listed in these tables
TDP-43 yeast inh – inhibitors of TDP-43 toxicity in yeast; TDP-43 expressing yeast growth rescue, BacTiter-Glo, 24 h; Potency, µM (series often up to 46.1 µM), inactives show at the top dose growth rescue (activation), usual class: activators; actives 1.8% (n = 410,000); AID 652104; note: potency is the fitted concentration of half-maximal effect; % of control where 0% means no effect; nearly all actives have a fitted effect of over 50% in size
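Cell-based yeast growth screen: TDP-43 expression induced in galactose, inoculum OD600=0.02 after raffinose pregrowth to mid-log. Read-out BacTiter-Glo luminescence at 24 hr, 30 deg C; inhibition of toxicity seen as signal increase.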
DRD3 antagonist – antagonists of human D3 dopamine receptor | P35462 | D3R cells, DiscoveRx beta-arrestin luminescence, antagonist mode; stronger effect = lower value | max response, negative = inhibition, % | actives 2.5% (n = 360,000); in the data active = max response below about -50%; inconclusive = no clear call, values can overlap the other calls; note: % is set by controls: 0 for no effect and ±100 for the full control effect; mostly tested at two doses, the higher about 12 µM
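Cells expressing the human receptor were seeded at 1500 cells/well, incubated overnight at 37 degrees C in 5% CO2, then exposed to library compounds with dopamine controls for 90 minutes at 37 degrees C before luminescent detection.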
Active calls of the source: *; ? = inconclusive; . = no result given; [ ] = dose if it differs, or a comment. Unless noted, calls come from the whole dose curve; as a rule, active = well fitted curve in the direction sought with a large enough effect; inconclusive = small, poorly fitted or top-dose-only effect, or another doubt; inactive = no such curve, though single readings can be large; an effect the other way counts as inactive or inconclusive. An excerpt; the hit share may differ from the screen's.

Compound,EPAC2 ag,Abeta rescue,aSyn rescue,EPAC2 antagonist,FUS yeast rescue,TDP-43 yeast inh,DRD3 agonist,DRD3 antagonist
COc1ncccc1C(=O)N1CCCC(C(=O)c2cccc(OC(C)C)c2)C1 (stereo not given),-3%,8%,0%,-3%,15%,2%,-3,-4
CCCN1CCC(NC(=O)CC2C(=O)NCCN2Cc2cccc(OC)c2)CC1 (stereo not given),8%,10%,-2%,2%,14%,22%,-3,-1
CC(=O)c1ccc(NC2=C(N3CCOCC3)C(=O)c3ccccc3C2=O)cc1,24%,-22%,8%,-18%,-8%,-10%,-12,?
CCC(=O)N1c2ccc(S(=O)(=O)NCc3ccco3)cc2CC1C (stereo not given),-2%,-10%,9%,10%,-20%,12%,-2,10
CCCCNc1c(-c2cc3ccccc3o2)nc2nc(C)cc(C)n12,23%,-27%,-1%,-19%,?,?,7,40
COc1ccc(Cl)cc1-c1nc(SCC(=O)N(C)C)n[nH]1,5%,-7%,-7%,-8%,8%,6%[9.22 µM],-1,2
CCCC(=O)Nc1ccc(N2CCN(S(C)(=O)=O)CC2)cc1,5%,4%,1%,10%,.,11%,4,7
Cc1nn2c(nc(N3CCOCC3)c3ccccc32)c1C=C(C#N)C#N,-26%,-8%,-11%,0%,.,-7%,1,-15
O=C(NCc1ccc2[nH]c3c(c2c1)CCCC3)c1ccc(S(=O)(=O)N2CCCC2)cc1,2%,7%,-3%,-6%,?,16%,-5,3
COC(=O)C1=C(C)NC(=O)NC1c1ccc(OC)c(OC)c1 (stereo not given),7%,-4%,-2%,6%,-42%,1%,-4,-20
CN(CCc1ccccc1)C(c1ccnc2ccccc12)c1nnnn1-c1ccc2c(c1)OCCO2 (stereo not given),14%,4%,1%,-19%,?,35µM*,-8,-5
C/C=C/c1cnc2c(c1)C(=O)N([C@H](C)CO)C[C@H](C)[C@@H](CN(C)C(=O)CN1CCOCC1)O2,-3%,-11%,3%,-12%,-22%,3%,8,-2
CC1=NN2C(=N)/C(=C\c3cc(C)n(-c4ccc(C)cc4)c3C)C(=O)N=C2S1,-4%,0%,6%,11%,-4%,22%,-10,-13
CCCCCCc1nc2c(=O)[nH]c3ccccc3c2o1,1%,5%,1%,3%,15%,5%,-3,-16
CC(C)(C)c1ccc(S(=O)(=O)N2CCC(c3ccncc3)CC2)cc1,.,-14%,.,.,16%,-3%,-8,.
Cc1ccc(C(=O)OCC(=O)Nc2cc(C(C)(C)C)nn2-c2ccccc2)c(O)c1,6%,-25%,-6%,-5%,8%,16%,6,17
Cc1c(C(=O)NCCN2C(=O)S/C(=C\c3cccs3)C2=O)cccc1[N+](=O)[O-],-11%,3%,-3%,15%,5%,-2%,3,11
CC(C)CCN(Cc1ccco1)S(=O)(=O)c1csc(C(N)=O)c1,2%,1%,1%,?,32%,3%,-5,-8
O=C(Nc1nc2ccc(Cl)cc2s1)c1ccc(S(=O)(=O)N2CCCC2)cc1,.,-24%,.,.,-10%,-8%,-19,.
CN(Cc1nccs1)C(=O)c1cc(COc2cccc3cnccc23)on1,6%,.,3%,5%,-6%,3%,4,3
Cc1c(Cl)cccc1NC(=S)N(Cc1cccs1)C1CCCC1,19%,?,-15%,1%,11%,?,0,16
C/C(=N\NC(=O)Cn1ccc(C(F)(F)F)n1)c1ccco1,6%,-7%,1%,11%,-8%,-16%,6,19
CS(=O)(=O)c1ccc(S(=O)(=O)N2CCC(CO)(CCCc3ccccc3)CC2)cc1,4%,5%,-2%,-6%,18%,0%,0,-26
COc1ccc(Nc2nc3ccccc3c(=O)[nH]2)cc1,1%,12%,7%,-1%,10%,?,-2,-10
CC(=O)c1ccc(NC(=O)Nc2cccc3ccccc23)cc1,7%,5%,4%,1%,25%,19%,5,3
COc1cc(Cl)ccc1OCc1cc(C(=O)N(C)CC2CCCCO2)no1 (stereo not given),1%,-14%,9%,-18%,12%,15%,-2,-15
C=CCN1C(c2cccc(C(F)(F)F)c2)=CS/C1=C(/C#N)c1nnc(N2CCOCC2)n1-c1ccccc1,10%,8%,3%,-7%,.,?,13,-10
CCN(CC)S(=O)(=O)c1ccccc1/C=N\O,13%,0%,7%,-3%,-13%,-7%,-2,-16
O=C(NCc1ccccn1)/C(=C/c1ccco1)NC(=O)c1ccccc1,-6%,11%,-1%,11%,.,-4%,1,-8
Cc1ccc(S(=O)(=O)NCCNS(=O)(=O)c2ccc(C)cc2)cc1,-6%,-9%,5%,-14%,19%,-15%,4,12
Cc1cccc(NC(=O)Cn2nnc3ccccc32)c1,22%,4%,-2%,1%,18%,1%,-4,-5
COc1ccc(CNC(=O)C2CCCN2S(=O)(=O)c2ccc(Cl)cc2)cc1 (stereo not given),4%,19%,11%,2%,-5%,-3%,7,7
O=C(NC1CCCCC1)c1ccc(S(=O)(=O)c2ccccc2)cc1,0%,5%,0%,?,6%,-2%[9.22 µM],-2,10
COc1ccc(C)cc1S(=O)(=O)NCc1cccs1,-4%,8%,8%,-2%,4%,-16%,-1,11
COc1cccc(NC(=S)N2CCN(C(c3ccccc3)c3ccccc3)CC2)c1,17%,9%,12%,-2%,.,-1%,0,7
CCCOc1ccc(N2CC(C(=O)Nc3ccccc3C(=O)NC)CC2=O)cc1 (stereo not given),15%,6%,2%,20%,19%,-2%,-10,0
COc1ccccc1CNC(=O)CCC1N=C2c3ccccc3N=C(SCc3ccc(C)cc3C)N2C1=O (stereo not given),.,12%,.,.,?,?,6,.
COc1ccc2[nH]cc(C(=O)CN3CCCCC3)c2c1,8%,-2%,0%,-2%,7%,-2%,-3,-10
Clc1ccccc1/C=N/Nc1cc(N2CCOCC2)ncn1,5%,-20%,-7%,7%,-1%,-9%,2,7
CN(C)CC1CCC/C(=C\c2ccc(OC(=O)c3ccc(Cl)cc3)cc2)C1=O (stereo not given),11%,0%,0%,-2%,.,-34%[inhibitor],-10,-25
Cc1nn(C)c(N)c1-c1ccccc1,3%,-8%,-1%,14%,-16%,-5%,4,-8
O=C(O)CCn1c(CO)nc2ccccc21,3%,3%,4%,19%,-30%,11%,8,10
COc1cccc(CN(C(=O)c2ccccc2Cl)C2CCS(=O)(=O)C2)c1 (stereo not given),9%,2%,-5%,7%,-2%,2%,1,1
CCN1CCN(C(=S)c2ccc(OCC(=O)NCc3ccccc3)cc2)CC1,3%,8%,2%,-8%,-2%,-13%[0.397 µM],-5,9
CCCCNc1c(-c2ccc(-c3ccc(C(C)=O)cc3)c(OC)c2)nc2cnccn12,9%,-18%,-3%,5%,?,?,19,73
COc1ccc(-n2nnnc2CNC(=O)C2CC(=O)N(c3ccc(Cl)cc3)C2)cc1 (stereo not given),12%,9%,-6%,4%,3%,-21%,-3,6
CCn1c(SCC(=O)N2CCCC2)nc2ccccc21,4%,3%,-3%,9%,-32%,17%,-7,-5
Cc1c(C(=O)O)sc2nc3n(c(=O)c12)CCC(C)CC3 (stereo not given),1%,27%,-14%,-3%,2%,1%,19,6
N#CCC(=O)N1CC2(CC(c3cccc(NC(=O)COc4ccc(Cl)cc4)c3)=NO2)C[C@@H]1C(N)=O (stereo not given in full),-1%,10%,2%,16%,1%,1%,1,-18
COc1ccc(/C(C)=N\Nc2nc(-c3ccc(Cl)cc3)cc(C(F)(F)F)n2)cc1OC,-22%,1%,-12%,0%,.,23%,45*,34

Compounds shown so far containing two or more sulfur atoms (7):
Compound,EPAC2 ag,Abeta rescue,aSyn rescue,EPAC2 antagonist,FUS yeast rescue,TDP-43 yeast inh,DRD3 agonist,DRD3 antagonist
Cc1c(C(=O)NCCN2C(=O)S/C(=C\c3cccs3)C2=O)cccc1[N+](=O)[O-],-11%,3%,-3%,15%,5%,-2%,3,11
CC(C)CCN(Cc1ccco1)S(=O)(=O)c1csc(C(N)=O)c1,2%,1%,1%,?,32%,3%,-5,-8
O=C(Nc1nc2ccc(Cl)cc2s1)c1ccc(S(=O)(=O)N2CCCC2)cc1,.,-24%,.,.,-10%,-8%,-19,.
Cc1c(Cl)cccc1NC(=S)N(Cc1cccs1)C1CCCC1,19%,?,-15%,1%,11%,?,0,16
CS(=O)(=O)c1ccc(S(=O)(=O)N2CCC(CO)(CCCc3ccccc3)CC2)cc1,4%,5%,-2%,-6%,18%,0%,0,-26
Cc1ccc(S(=O)(=O)NCCNS(=O)(=O)c2ccc(C)cc2)cc1,-6%,-9%,5%,-14%,19%,-15%,4,12
COc1ccc(C)cc1S(=O)(=O)NCc1cccs1,-4%,8%,8%,-2%,4%,-16%,-1,11
